aGlu spleen mod – qHTS Assay for Inhibitors and Activators of Human alpha-Glucosidase From Spleen Homogenate; AID 2112, 2009; hit rate 0.006% among 240,000; human spleen homogenate, 4-MU-alpha-glucoside fluorescence; Potency, µM (series often up to 79.9 µM), without a hit: top-dose activity change, negative = inhibition, usual class: inhibitors; Lysosomal alpha-glucosidase (Homo sapiens), P10253;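 also: 0% = enzyme with vehicle and -100% = no enzyme basal signal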
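Compounds were titrated against alpha-glucosidase in spleen homogenate at pH 5.0, with 1 mM 4-methylumbelliferyl substrate for 40 min at 37 C. Reactions were quenched with pH 10 NaOH/glycine and fluorescence measured.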
HTT cytoprotect – qHTS Multiplex Assay to Identify Dual Action Probes in a Cell Model of Huntington: Cytoprotection (ATP) | PC12 HTT-Q103 induced, cytoprotection, ATP luminescence, 40 h | Potency, µM (highest dose often 56.4 µM), without a hit: cytoprotection (ATP increase), actives largely listed as activators | hit rate 0.14% among 230,000;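 also: % of control where 0% means no effect; nearly all actives have a fitted effect of over 45% in size; toxic huntingtin expression switched on by the ecdysone agonist tebufenozide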
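Stable PC12 Q103-GFP cells in serum-supplemented, phenol red-free DMEM; induction by tebufenozide at 100 nM final; compound dose series; cell viability quantified luminescently from ATP.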
Tau fluor counter – Counterscreen qHTS for Inhibitors of Tau Fibril Formation, Fluorescence Polarization; tau K18 P301L Alexa594 fluorescence, heparin fibrillization; Potency, µM (highest dose often 57.7 µM), inactives show at the highest dose activity change, negative = decrease; hit rate 0.93% among 280,000; AID 1463, 2008; also: % is scaled to controls: 0 for no effect and ±100 for the full control effect; nearly all actives have a fitted effect of over 55% in size
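Human K18 P301L tau (15 uM unlabeled plus 0.24 uM Alexa 594-labeled, final) in 100 mM sodium acetate pH 7 was mixed with compound and 20 uM heparin and incubated 6 hr at 37 C.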
GAA inhib – qHTS Assay for Inhibitors of Human alpha-Glucosidase as a Potential Chaperone Treatment of Pompe Disease; purified human GAA, 4-MU-alpha-glucoside fluorescence; Potency, µM (doses to about 76.9 µM), inactives show at the highest dose activity change, negative = inhibition, hits mostly inhibitors; hit rate 0.005% among 200,000;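 also: plate controls were uninhibited enzyme wells for no effect and no-enzyme background for full effect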
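Fluorescence at Ex 365/Em 440 nm from 4-methylumbelliferone reported enzyme activity after 20 min at room temperature. Reactions used 4 nM enzyme and 400 uM substrate at pH 5.0; curves fitted with the Hill equation.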
Tau fibril ThT – qHTS for Inhibitors of Tau Fibril Formation, Thioflavin T Binding. Microtubule-associated protein tau (Homo sapiens), P10636. recombinant tau K18 P301L (four-repeat tau fragment), heparin-induced fibrillization, ThT fluorescence. Potency, µM (top dose mostly 57.4 µM), inactives show at the highest dose activity, negative = inhibition, usual class: inhibitors. hit rate 2.1% among 270,000. AID 1460, 2008; also: % is scaled to controls: 0 for no effect and ±100 for the full control effect; nearly all actives have a fitted effect of over 55% in size
Target sequence (P10636 561-689 P618L limits assumed): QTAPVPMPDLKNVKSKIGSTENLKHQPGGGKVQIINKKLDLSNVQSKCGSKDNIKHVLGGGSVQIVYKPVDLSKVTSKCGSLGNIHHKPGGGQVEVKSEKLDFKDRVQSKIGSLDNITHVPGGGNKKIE
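Tau K18 P301L fragment (15 uM unlabeled plus 0.24 uM Alexa 594-labeled) in 100 mM sodium acetate pH 7 with compound, fibrillization induced by 20 uM heparin for 6 hr at 37 C. Thioflavin T (30 uM) added, fluorescence read after 1 hr (ex 450, em 510 nm).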
Tau fibril FP – qHTS for Inhibitors of Tau Fibril Formation, Fluorescence Polarization; Microtubule-associated protein tau (Homo sapiens), P10636; K18 P301L tau heparin fibrillization, Alexa594 FP, 6 h; Potency, µM (titrated, usually from 57.7 µM), inactives show at the highest dose activity, negative = inhibition, usual class: inhibitors; hit rate 0.39% among 280,000; AID 1468, 2008; also: % is scaled to controls: 0 for no effect and ±100 for the full control effect; nearly all actives have a fitted effect of over 55% in size
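FP of Alexa 594-tau after heparin (20 uM) induction. Substrate: human K18 P301L, 15 uM unlabeled, 0.24 uM labeled. Buffer 100 mM sodium acetate pH 7. 6 hr, 37 C.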
GLA spleen mod – qHTS Assay for Inhibitors and Activators of Human alpha-Galactosidase From Spleen Homogenate; Alpha-galactosidase A (Homo sapiens), P06280; human spleen homogenate, 4MU-alpha-Gal fluorescence, 40 min; Potency, µM (top dose mostly 80 µM), without a hit: at the highest dose activity change, negative = inhibition, hits mostly inhibitors; hit rate 0.008% among 240,000;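 also: 0% = enzyme with vehicle and -100% = no enzyme basal signal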
Target sequence (P06280 32-429 limits assumed): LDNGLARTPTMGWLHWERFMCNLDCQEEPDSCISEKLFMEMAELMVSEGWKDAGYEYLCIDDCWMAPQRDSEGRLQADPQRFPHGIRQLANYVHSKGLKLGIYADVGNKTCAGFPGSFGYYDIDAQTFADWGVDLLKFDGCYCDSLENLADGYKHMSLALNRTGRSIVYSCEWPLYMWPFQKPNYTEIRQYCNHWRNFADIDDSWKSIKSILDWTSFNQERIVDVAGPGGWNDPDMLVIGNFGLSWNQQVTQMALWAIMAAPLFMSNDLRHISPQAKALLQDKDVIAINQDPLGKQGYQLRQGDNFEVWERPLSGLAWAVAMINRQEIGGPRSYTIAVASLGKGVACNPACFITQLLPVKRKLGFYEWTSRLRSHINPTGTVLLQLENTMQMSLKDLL
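Human spleen homogenate (1 ug) was the enzyme source, with 4-methylumbelliferyl-alpha-D-galactopyranoside (1 mM final) in pH 5.0 citrate buffer with 0.01% Tween-20. Compounds were titrated; after 40 min at 37C, NaOH/glycine stop, 4-MU fluorescence read; AC50 from Hill fits.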
GAA glycogen – qHTS Assay for Inhibitors and Activators of Human alpha-Glucosidase Cleavage of Glycogen | AID 2100, 2009 | Potency, µM (titrated, usually from 76.4 µM), without a hit: at the top dose activity change, negative = inhibition, hits mostly inhibitors | Lysosomal alpha-glucosidase (Homo sapiens), P10253 | recombinant GAA, glycogen substrate, Amplex Red glucose oxidase fluorescence | hit rate 0.38% among 300,000;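 also: 0% = full enzyme reaction and -100% = no-enzyme basal signal; the screen sought inhibitors and activators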
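Recombinant human enzyme (4 nM); glycogen substrate; 37 C, 40 min, pH 5.0. Readout: coupled glucose oxidase/Amplex Red fluorescence.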
An asterisk follows results filed as active; & = joins results of further samples; [ ] = another dose, or the depositor's remark. Calls follow the shape of the dose curve; as a rule, active = well fitted curve in the direction sought with a large enough effect; inconclusive = small, poorly fitted or top-dose-only effect, or another doubt; inactive = no such curve, though single readings can be large; an effect the other way counts as inactive or inconclusive. Potency is read from the fitted curve at half-maximal effect.

What do the screens show for `Cc1nc(-c2ccccc2OC(F)(F)F)[nH]c(=O)c1Cl`?
aGlu spleen mod: 7%; HTT cytoprotect: -2%[10 µM]; Tau fluor counter: -5%; GAA inhib: -15%; Tau fibril ThT: -4%; Tau fibril FP: 4%; GLA spleen mod: -1%; GAA glycogen: -1%

How did COCCNCCOCCOc1ccc(Cl)c(C)c1 do in these assays?
aGlu spleen mod: -1%; HTT cytoprotect: -6%; Tau fluor counter: -11%; GAA inhib: -6%; Tau fibril ThT: -3%; Tau fibril FP: 0%; GLA spleen mod: -5%; GAA glycogen: -10%

Results for NC(=O)CCn1ccc2ccccc21 ?
aGlu spleen mod: -4%; HTT cytoprotect: 6%; Tau fluor counter: 5%; GAA inhib: -7%; Tau fibril ThT: 2%; Tau fibril FP: 3%; GLA spleen mod: 3%; GAA glycogen: 3%

How did Cn1cc(CCC(=O)N2CCCC(CCC(=O)NCc3ccc(F)c(F)c3)C2)cn1 (stereo not drawn) do in these assays?
aGlu spleen mod: -4%; HTT cytoprotect: -27%; Tau fluor counter: 4%; GAA inhib: 6%; Tau fibril ThT: 6%; Tau fibril FP: 4%; GLA spleen mod: -9%; GAA glycogen: -2%

What do the screens show for `CCC(C)NC(=O)CSc1nnc(-c2ccc(C(C)(C)C)cc2)n1C` (stereo not drawn)?
aGlu spleen mod: -8%; HTT cytoprotect: -17%; Tau fluor counter: -1%; GAA inhib: -4%; Tau fibril ThT: -7%; Tau fibril FP: -2%; GLA spleen mod: -2%; GAA glycogen: -4%

What do the screens show for `Cc1noc(C(=O)Nc2cccnc2)c1Cl`?
aGlu spleen mod: -1%; HTT cytoprotect: -14%; Tau fluor counter: -7%; GAA inhib: -10%; Tau fibril ThT: -11%; Tau fibril FP: -3%; GLA spleen mod: -3%; GAA glycogen: -13%

Results for CCN(CC)S(=O)(=O)c1cccc(C(=O)N[C@H](C(=O)NCc2ccc(Cl)cc2)C(C)C)c1 ?
aGlu spleen mod: -5%; HTT cytoprotect: 7%; Tau fluor counter: -16%; GAA inhib: 0%; Tau fibril ThT: -7%; Tau fibril FP: 4%; GLA spleen mod: -8%; GAA glycogen: 3%

Results for CN(C)CCNc1ncnc2c1sc1nc(N3CCCC3)c3c(c12)CC(C)(C)OC3 ?
aGlu spleen mod: -15%; HTT cytoprotect: -18%[10 µM]; Tau fluor counter: -1%; Tau fibril ThT: 8%; Tau fibril FP: 2%; GLA spleen mod: -23%; GAA glycogen: -20%

How did CCOc1ccc(OCC)c(S(=O)(=O)NCc2ccccn2)c1 do in these assays?
aGlu spleen mod: -4%; HTT cytoprotect: -13%; Tau fluor counter: -8%; GAA inhib: -14%; Tau fibril ThT: -1%; Tau fibril FP: -12%; GLA spleen mod: 18%; GAA glycogen: -4%

Results for COc1ccc(C2N(Cc3ccccc3)CC(=O)N2/N=C(\C)c2ccccc2)cc1 (stereo not drawn) ?
aGlu spleen mod: -7%; HTT cytoprotect: 14%[10 µM]; Tau fluor counter: 3%; GAA inhib: -1%; Tau fibril ThT: -5%; Tau fibril FP: 12%; GLA spleen mod: -13%; GAA glycogen: 12%

What do the screens show for `OCCNc1nc(N2CCCC2)nc(N2CCCC2)n1`?
aGlu spleen mod: -1%; HTT cytoprotect: 14%[10 µM]; Tau fluor counter: 3%; GAA inhib: -4%; Tau fibril ThT: -1%; Tau fibril FP: 6%; GLA spleen mod: 13%; GAA glycogen: 6%

Results for Cn1nc(-c2ccc(OCC(=O)NCC3CCCO3)cc2)c2ccccc2c1=O (stereo not drawn) ?
aGlu spleen mod: -2%; HTT cytoprotect: -15%[0.074 µM]; Tau fluor counter: -9%; GAA inhib: 2%; Tau fibril ThT: -8%; Tau fibril FP: 1%; GLA spleen mod: 6%; GAA glycogen: -2%

Results for Cc1nnc(SCCn2c(N3CCN(Cc4ccccc4)CC3)nc3c2c(=O)[nH]c(=O)n3C)s1 ?
aGlu spleen mod: -9%; HTT cytoprotect: -26%[0.074 µM]; Tau fluor counter: 7%; GAA inhib: -10%; Tau fibril ThT: 3%; Tau fibril FP: -7%; GLA spleen mod: 0%; GAA glycogen: -1%

How did CN(C)S(=O)(=O)c1cccc(C(=O)NCCCn2ccnc2)c1 do in these assays?
aGlu spleen mod: -9%; Tau fluor counter: 0%; GAA inhib: -7%; Tau fibril ThT: 3%; Tau fibril FP: -5%; GLA spleen mod: -9%; GAA glycogen: 0%

Results for COc1cc(OC)cc(C(=O)N[C@H](C(=O)Nc2ccc(S(=O)(=O)N(C)C)cc2)C(C)C)c1 ?
aGlu spleen mod: -3%; HTT cytoprotect: -22%; Tau fluor counter: -27%; GAA inhib: inconclusive; Tau fibril ThT: -9%; Tau fibril FP: -8%; GLA spleen mod: 0%; GAA glycogen: -12%

What do the screens show for `CCc1ccc(N2CC34C=CC(O3)C(C(=O)OC)C4C2=O)cc1` (stereo not drawn)?
aGlu spleen mod: -1%; HTT cytoprotect: 13%[10 µM]; Tau fluor counter: -6%; GAA inhib: 6%; Tau fibril ThT: -6%; Tau fibril FP: -8%; GLA spleen mod: 4%; GAA glycogen: 0%

What do the screens show for `COc1ccc(CCNC(=O)CSc2nnc(-c3ccccc3)c3ccccc23)cc1OC`?
aGlu spleen mod: -5%; HTT cytoprotect: 43%[10 µM]; Tau fluor counter: -2%; GAA inhib: 8%; Tau fibril ThT: -18%; Tau fibril FP: 7%; GLA spleen mod: -7%; GAA glycogen: -6%

Results for CSc1ccc(S(=O)(=O)NCc2ccc(C)cc2)cc1 ?
aGlu spleen mod: 8%; HTT cytoprotect: 16%; Tau fluor counter: -14%; GAA inhib: -23%; Tau fibril ThT: -5%; Tau fibril FP: 7%; GLA spleen mod: -3%; GAA glycogen: -5%

What do the screens show for `COc1ccc(-c2nc3c(c4c2C[C@H](c2ccccc2)OC4)CN(C(=O)Nc2cccc(C#N)c2)CC3)c(C)c1`?
aGlu spleen mod: 2%[17.4 µM]; HTT cytoprotect: -5%[10 µM]; Tau fluor counter: -12%[11.6 µM]; Tau fibril ThT: -1%[11.5 µM]; Tau fibril FP: -3%[11.6 µM]; GLA spleen mod: -10%[17.5 µM]

How did Cc1ccc(OCCn2cnc3c(N)ncnc32)cc1 do in these assays?
aGlu spleen mod: -7%; HTT cytoprotect: -52%[inhibitor]; Tau fluor counter: -4%; GAA inhib: -1%; Tau fibril ThT: -10%; Tau fibril FP: -1%; GLA spleen mod: -2%; GAA glycogen: -10%

Retrieved one by one from the list above:
What do the screens show for `COc1ccc(-c2nc3c(c4c2C[C@H](c2ccccc2)OC4)CN(C(=O)Nc2cccc(C#N)c2)CC3)c(C)c1`?
aGlu spleen mod: 2%[17.4 µM]; HTT cytoprotect: -5%[10 µM]; Tau fluor counter: -12%[11.6 µM]; Tau fibril ThT: -1%[11.5 µM]; Tau fibril FP: -3%[11.6 µM]; GLA spleen mod: -10%[17.5 µM]

What do the screens show for `CCc1ccc(N2CC34C=CC(O3)C(C(=O)OC)C4C2=O)cc1` (stereo not drawn)?
aGlu spleen mod: -1%; HTT cytoprotect: 13%[10 µM]; Tau fluor counter: -6%; GAA inhib: 6%; Tau fibril ThT: -6%; Tau fibril FP: -8%; GLA spleen mod: 4%; GAA glycogen: 0%

Further entries follow.
How did O=S(=O)(c1ccccc1)c1nc(NCc2ccccc2)sc1Cl do in these assays?
aGlu spleen mod: 1%; HTT cytoprotect: -4%[10 µM]; Tau fluor counter: inconclusive; GAA inhib: -4%; Tau fibril ThT: -7%; Tau fibril FP: -5%; GLA spleen mod: -5%; GAA glycogen: 13%

Results for N#C/C(=C\c1ccc(O)cc1)c1nc2ccccc2o1 ?
aGlu spleen mod: -2%; HTT cytoprotect: 9%[10 µM]; Tau fluor counter: inconclusive; Tau fibril ThT: inconclusive; Tau fibril FP: -12%; GLA spleen mod: -7%; GAA glycogen: 3%

What do the screens show for `CCCNC(=O)CS(=O)Cc1nc(-c2cccc(OC)c2)oc1C` (stereo not drawn)?
aGlu spleen mod: 3%; HTT cytoprotect: -7%; Tau fluor counter: 1%; GAA inhib: -2%[15.4 µM]; Tau fibril ThT: -3%; Tau fibril FP: 2%; GLA spleen mod: 3%; GAA glycogen: -9%

How did CCOC(=O)C1=C(C)NC(=O)NC1c1ccc(OC)c(CN2CCOCC2)c1 (stereo not drawn) do in these assays?
aGlu spleen mod: -2%; HTT cytoprotect: 2%[10 µM]; Tau fluor counter: 4%; GAA inhib: 1%; Tau fibril ThT: -8%; Tau fibril FP: -4%; GLA spleen mod: 2%; GAA glycogen: 0%

What do the screens show for `CCN(CC)c1ccc(-c2nn3c(-c4cccnc4)nnc3s2)cc1`?
aGlu spleen mod: -11%; HTT cytoprotect: -51%[inhibitor]; Tau fluor counter: inconclusive; GAA inhib: inconclusive; Tau fibril ThT: inconclusive; Tau fibril FP: -5%; GLA spleen mod: 16%; GAA glycogen: 6%

What do the screens show for `CCC1=C(OC(=O)N(CC)CC)N2C(=O)OC(=NCC(=O)OC)[C@]2(C)[C@H]2C1=CC[C@H]1C(=O)N(CC)C(=O)[C@H]12`?
aGlu spleen mod: -1%&-6%; HTT cytoprotect: -13%; Tau fluor counter: -7%&4%; Tau fibril ThT: 0%&6%; Tau fibril FP: -15%&-2%; GLA spleen mod: 3%&-9%; GAA glycogen: 2%

How did CCCC1=Nc2cc(C(=O)NCc3ccco3)ccc2Sc2ccccc21 do in these assays?
aGlu spleen mod: -6%; HTT cytoprotect: -41%[10 µM]; Tau fluor counter: -17%; GAA inhib: -2%; Tau fibril ThT: -6%; Tau fibril FP: 7%; GLA spleen mod: -2%; GAA glycogen: 3%

Compound activity from PubChem BioAssay.
